# Growth percent in the NCI-60 one-dose screen (48 h, 10 µM unless noted): 100 = growth as untreated, 0 = no growth, -100 = all killed.
# UACC-257: UACC-257 melanoma; hit rate 4.4% among 78,000; AID 1794764
# HS 578T: HS 578T breast cancer; hit rate 4.1% among 78,000
# MALME-3M: MALME-3M melanoma; AID 1794766; hit rate 5.8% among 78,000
# BT-549: BT-549 breast cancer; hit rate 4.4% among 78,000; AID 1794793
# LOX IMVI: LOX IMVI melanoma; hit rate 7.4% among 79,000
# SK-MEL-2: SK-MEL-2 melanoma | hit rate 4.7% among 77,000 | AID 1794763
# UACC-62: UACC-62 melanoma | hit rate 5.4% among 81,000 | AID 1794756
# T-47D: T-47D breast cancer | hit rate 5% among 79,000 | AID 1794792
# The depositor's hits bear a star; . = not tested or not shown. Rule for the calls: active = growth percent below 10; inactive = the rest.
1. CC(COc1cc(Cl)c(Cl)cc1Cl)OC(=O)C(C)Oc1cc(Cl)c(Cl)cc1Cl (configuration not stated)
2. CCn1c(SCc2ccccc2)nc2c1c(=O)n(C)c(=O)n2C
3. CCOc1nc2c(N)ncnc2n1CC1CCC1
4. NCCCBr
5. COc1ccc(NC(=O)CN2CCN(c3cc4c(cc3F)c(=O)c(C(=O)O)cn4C3CC3)CC2)cc1
6. O=C(OOC(=O)c1ccccc1)c1ccccc1
screen / no.	1	2	3	4	5	6
UACC-257	82	111	117	105	83	97
HS 578T	95	107	94	116	95	97
MALME-3M	97	113	110	119	94	96
BT-549	87	101	102	127	94	107
LOX IMVI	98	100	94	85	61	101
SK-MEL-2	81	111	129	86	102	121
UACC-62	82	102	102	93	89	107
T-47D	.	87	93	112	75	97

7. CC(=O)O[C@H]1CC[C@@]2(C)[C@@H](CC[C@@H]3[C@@H]2CC(=O)[C@]2(C)[C@@H]4C(=O)C=C5CCCCC5[C@@H]4C[C@@H]32)C1 (some centres not stated)
8. CC(=O)Cc1nc2scc(-c3ccccc3)c2c(=O)[nH]1
9. C=C(C)[C@@H]1CC[C@]2(COP(=O)(OCC)OCC)CC[C@]3(C)[C@H](CC[C@@H]4[C@@]5(C)CC[C@H](OP(=O)(OCC)OCC)C(C)(C)[C@@H]5CC[C@]43C)[C@@H]12
10. CCCCCCCCCCOC(=O)c1ccccn1
11. COc1cccc(-c2nc3sccn3c2-c2ccnc(NCCNS(=O)(=O)c3ccc(C)cc3)n2)c1
12. COc1ccc(C2CC(=O)c3c(O)c(OC)c(OC)c(OC)c3O2)cc1O (configuration not stated)
screen / no.	7	8	9	10	11	12
UACC-257	105	78	47	125	110	.
HS 578T	.	.	75	104	116	15
MALME-3M	70	98	51	113	95	57
BT-549	76	92	65	95	99	65
LOX IMVI	69	98	25	90	98	41
SK-MEL-2	102	.	68	107	96	49
UACC-62	91	85	43	91	93	35
T-47D	74	84	21	93	79	66

13. CN(C)CCN1c2ccccc2Sc2ccc3ccccc3c21
14. CC(=O)NS(=O)(=O)c1ccc(N=C=S)cc1
15. O=C1NCC2CCCC1C2 (configuration not stated)
16. C/C(=N\NC(=O)Cn1c(-c2ccc(S(C)(=O)=O)cc2)nc2cc(Cl)ccc21)c1ccc(Cl)cc1
17. Cc1ccc([N+](=O)[O-])c(N)c1
18. COCCCN1CC(O)=C(c2nc(-c3ccc(C)cc3)cs2)C1=N
screen / no.	13	14	15	16	17	18
UACC-257	78	103	82	79	113	84
HS 578T	71	111	.	81	101	102
MALME-3M	109	99	109	90	106	101
BT-549	96	101	98	92	89	103
LOX IMVI	89	100	103	89	100	102
SK-MEL-2	108	102	.	91	98	113
UACC-62	91	90	105	76	90	103
T-47D	77	105	118	.	99	97

19. COc1ccccc1N1CCN(C2=CC(=O)C(C)=C(C)C2=O)CC1
20. COc1ccc2cc(-c3ccc(C(=O)N/N=C/c4ccc(O)cc4)c(C)n3)ccc2c1
21. COc1cccc(C(=O)Nc2cccc(-c3cn(-c4ccc(S(N)(=O)=O)cc4)nn3)c2)c1
22. CC12CCCC(=O)N1c1ccccc1-c1nc(=O)c(-c3ccc(F)cc3)nn12 (configuration not stated)
23. Fc1cc(-c2cnc3nonc3n2)c(Cl)cc1Cl
24. Cc1ccc(NC(=O)c2ccc(CN3CCN(C)CC3)c(C(F)(F)F)c2)cc1Oc1ccc(-c2[nH]nc3ncnc(N)c23)cc1
screen / no.	19	20	21	22	23	24
UACC-257	96	82	109	105	96	58
HS 578T	103	93	91	97	111	73
MALME-3M	104	101	125	87	41	-12*
BT-549	104	95	118	104	100	105
LOX IMVI	95	85	92	97	101	-85*
SK-MEL-2	101	84	123	111	102	84
UACC-62	99	51	96	86	82	83
T-47D	91	63	86	100	63	101

25. Cc1ccc(C2=NN3C(C2)c2ccccc2OC3c2ccc(/C=C3\SC(=S)N(C)C3=O)cc2)cc1 (configuration not stated)
26. COc1cc(NCCN(CC(C)C)CC(C)C)c2ncc(C)cc2c1
27. c1ccc(-c2nc([P+](c3ccccc3)(c3ccccc3)c3ccccc3)c(N3CCOCC3)o2)cc1
28. CCc1ccccc1NC(=O)N/C(N)=N/c1nc2ccccc2s1
29. CCOC(=O)C(F)(C#N)C(C)CC (configuration not stated)
30. Cc1ccc(N=C(C(c2ccccc2)c2ccccc2)N2CCCCC2)cc1
screen / no.	25	26	27	28	29	30
UACC-257	98	.	-9.5*	50	95	62
HS 578T	95	100	25	27	116	92
MALME-3M	100	67	4.6*	5.8*	86	78
BT-549	94	89	-5.4*	-12*	95	77
LOX IMVI	94	15	4.7*	-54*	92	57
SK-MEL-2	107	75	-25*	11	109	89
UACC-62	95	53	-37*	14	115	.
T-47D	96	20	-3.0*	56	103	60

31. CC(=O)N(C)c1ccc(/C=C2\C=Cc3ccccc32)cc1
32. Cc1ccnc(NC(=O)C(C)c2ccc(Nc3ccnc(C(F)(F)F)c3)cc2)c1 (configuration not stated)
33. CCN(CC)Cc1cc(Nc2ccnc3cc(Cl)ccc23)ccc1OC
34. O=C(O)c1ccccc1C(=O)Nc1cccc([N+](=O)[O-])c1
35. Cc1cc(O)c(C=NC(=S)c2ccccc2)c(=O)o1
36. CC(=O)N(N=O)c1c(Cl)cc(Br)cc1Br
screen / no.	31	32	33	34	35	36
UACC-257	95	.	94	103	112	99
HS 578T	109	100	.	115	106	100
MALME-3M	83	95	110	153	103	102
BT-549	80	103	110	120	112	105
LOX IMVI	97	101	48	100	95	97
SK-MEL-2	98	.	116	98	110	129
UACC-62	80	97	104	104	106	99
T-47D	.	100	102	103	94	93

# From compound 32 up to 35, as listed above:
32. Cc1ccnc(NC(=O)C(C)c2ccc(Nc3ccnc(C(F)(F)F)c3)cc2)c1 (configuration not stated)
33. CCN(CC)Cc1cc(Nc2ccnc3cc(Cl)ccc23)ccc1OC
34. O=C(O)c1ccccc1C(=O)Nc1cccc([N+](=O)[O-])c1
35. Cc1cc(O)c(C=NC(=S)c2ccccc2)c(=O)o1
screen / no.	32	33	34	35
UACC-257	.	94	103	112
HS 578T	100	.	115	106
MALME-3M	95	110	153	103
BT-549	103	110	120	112
LOX IMVI	101	48	100	95
SK-MEL-2	.	116	98	110
UACC-62	97	104	104	106
T-47D	100	102	103	94

# Carrying on:
37. Cn1c(-c2nonc2NC(=O)c2ccc(F)cc2)nc2ccccc21
38. COc1cccc(-c2c(C#N)c(-c3ccccc3)nc3c2c(-c2ccccc2)nn3-c2ccccc2)c1
39. c1ccc(C2(c3ccccc3)CCCO2)cc1
40. Clc1ccc(-c2ccccc2)nn1
41. C[C@H]1C=C(C[C@H](O)CCCCCCCCCC[C@@H](O)[C@H]2CCC(=O)O2)C(=O)O1
42. COc1ccc(CN2CC(C#N)C(O)C2=O)cc1OC (configuration not stated)
screen / no.	37	38	39	40	41	42
UACC-257	97	97	96	103	99	109
HS 578T	110	89	.	107	94	99
MALME-3M	123	92	100	96	98	111
BT-549	109	104	108	111	110	103
LOX IMVI	98	96	101	100	85	98
SK-MEL-2	112	102	113	109	77	110
UACC-62	108	87	102	97	88	97
T-47D	97	84	107	104	83	99

# Part of the list above, with values under each structure:
# Below each compound: UACC-257, HS 578T, MALME-3M, BT-549, LOX IMVI, SK-MEL-2, UACC-62, T-47D
40) Clc1ccc(-c2ccccc2)nn1
  103, 107, 96, 111, 100, 109, 97, 104
41) C[C@H]1C=C(C[C@H](O)CCCCCCCCCC[C@@H](O)[C@H]2CCC(=O)O2)C(=O)O1
  99, 94, 98, 110, 85, 77, 88, 83

# The list continues.
43. O=C(NNc1ccccc1)C1CCCN1 (configuration not stated)
44. Cc1nn(-c2ccccc2)c2nc3c(nc12)c(=O)oc1ccccc13
45. NC(CSC1(c2ccccc2)c2ccccc2-c2ccccc21)C(=O)O (configuration not stated)
46. COc1ccc(C2=NN(c3cc(Cl)cc(Cl)c3)C(c3sc(N(C)Cc4ccccc4)nc3Cl)C2)cc1 (configuration not stated)
47. Nc1cc(S(=O)(=O)O)cc2cccc(S(=O)(=O)O)c12
48. Cn1c(=O)c2c(nc(OCc3ccccc3)n2C)n(C)c1=O
screen / no.	43	44	45	46	47	48
UACC-257	89	92	94	102	107	107
HS 578T	93	44	113	104	144	114
MALME-3M	76	32	91	106	101	113
BT-549	104	76	114	113	112	111
LOX IMVI	8.7*	66	92	94	108	104
SK-MEL-2	87	90	98	105	111	101
UACC-62	16	87	95	94	103	99
T-47D	56	62	105	94	148	102

49. COc1cccc(/C=C/c2c(C(=O)O)cccc2[N+](=O)[O-])c1OC
50. O=C(NNC(=S)Nc1ccccc1)c1ccc2nc(-c3ccc([N+](=O)[O-])cc3)[nH]c2c1
51. COc1ccc(NC=O)c(OC)c1
52. Cc1ccc(/C=C/C2CC(F)CCO2)cc1 (configuration not stated)
53. O=C1NCN(CCN2CCNC2=O)CN1
54. COc1ccc(-c2nc3ccc(-c4nc5ccc(N6CCN(c7ccc(F)cc7)CC6)cc5[nH]4)cc3[nH]2)cc1OC
screen / no.	49	50	51	52	53	54
UACC-257	101	106	104	102	92	104
HS 578T	.	109	98	84	110	75
MALME-3M	95	98	91	93	.	44
BT-549	107	105	107	62	118	76
LOX IMVI	99	103	96	107	104	37
SK-MEL-2	102	108	93	118	104	109
UACC-62	109	104	91	91	108	61
T-47D	91	103	102	103	103	44

55. Fc1ccc(-c2ccnc3c2c(-c2ccccc2)nn3-c2ccccc2)cc1
56. CCOc1ccc(OCC)c(NC(=O)OC(C)C)c1
57. O=C(OCCCCCCl)c1cccc([N+](=O)[O-])c1
58. N#CCC(=O)NNC(=S)NC(=O)c1ccc(-n2c(=O)[nH]c3ccccc3c2=O)cc1
59. O=C(O)CN1CCc2c(sc3ncnc(N/N=C/c4ccccc4Br)c23)C1
60. O=C(Nc1ccc(C2=NCCCN2)cc1)c1ccc(C(=O)Nc2ccc(C3=NCCCN3)cc2)nc1
screen / no.	55	56	57	58	59	60
UACC-257	99	98	92	112	108	.
HS 578T	114	106	106	94	102	-26*
MALME-3M	112	101	.	101	108	117
BT-549	119	102	99	125	109	106
LOX IMVI	112	97	101	95	96	105
SK-MEL-2	108	95	102	102	112	109
UACC-62	89	104	100	90	99	99
T-47D	95	95	94	101	112	97

# Copied from the list:
# For MALME-3M, N#CCC(=O)NNC(=S)NC(=O)c1ccc(-n2c(=O)[nH]c3ccccc3c2=O)cc1 shows 101
# For HS 578T, O=C(OCCCCCCl)c1cccc([N+](=O)[O-])c1 shows 106
# For UACC-62, O=C(Nc1ccc(C2=NCCCN2)cc1)c1ccc(C(=O)Nc2ccc(C3=NCCCN3)cc2)nc1 shows 99

# (list continues)
61. Cc1ccc(N2CCN(C(=S)c3ccccc3)CC2)cc1
62. C[C@@H]1C=C2C(=O)O[C@@H]3CC[C@H](C1)[C@]23O
63. O=C(O)/C=C\C(=O)NCc1cccnc1
64. O=C1CN2C(c3ccccc3)=CSC2=N1
65. C[C@@H]1N=C(c2ccc3ccccc3c2)Nc2nc3ccccn3c2C1=O
66. Cc1cc(N2CCN(CC(=O)Nc3ccc4c(ccn4C)c3)CC2)nc(N2CCCCCC2)n1
screen / no.	61	62	63	64	65	66
UACC-257	89	47	97	103	41	92
HS 578T	93	96	107	103	29	97
MALME-3M	111	93	115	102	42	94
BT-549	95	54	96	112	35	90
LOX IMVI	97	55	100	89	49	93
SK-MEL-2	115	97	97	114	36	92
UACC-62	84	92	107	90	49	84
T-47D	92	26	101	84	42	65

67. CCCCC(CC)CN=C(N)NC(N)=NCCCCCCN=C(N)NC(N)=NCC(CC)CCCC (configuration not stated)
68. O=C1NC(=O)/C(=C\c2cccc(O)c2)N1
69. CCCCCCNC(=O)/C(=C/c1ccc(OC)cc1)NC(=O)c1ccccc1
70. CCCC(CCC)(C[N+](=O)[O-])C[N+](=O)[O-]
screen / no.	67	68	69	70
UACC-257	-47*	109	73	101
HS 578T	-53*	106	100	109
MALME-3M	-73*	100	.	100
BT-549	-85*	105	104	107
LOX IMVI	-81*	92	95	95
SK-MEL-2	.	.	101	115
UACC-62	-58*	99	90	108
T-47D	-54*	98	88	102

# From PubChem BioAssay
